# Rtt109 Vps75: inhibitors of C. albicans Rtt109/Vps75 HAT, primary screen, biochemical, ThioGlo CoA-SH fluorescence, plate reader. Histone acetyltransferase RTT109 (Candida albicans (strain SC5314 / ATCC MYA-2876)), …. purified Rtt109/Vps75, 4 h. inhibition, % at 34.9 µM. actives 0.16% (n = 330,000). AID 540336, 2011;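 active means inhibition of at least 50% in every replicate; inconclusive means best replicate reaches 50% inhibition but some replicates fall short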
# Target sequence (Q5AAJ8 whole entry, looked up): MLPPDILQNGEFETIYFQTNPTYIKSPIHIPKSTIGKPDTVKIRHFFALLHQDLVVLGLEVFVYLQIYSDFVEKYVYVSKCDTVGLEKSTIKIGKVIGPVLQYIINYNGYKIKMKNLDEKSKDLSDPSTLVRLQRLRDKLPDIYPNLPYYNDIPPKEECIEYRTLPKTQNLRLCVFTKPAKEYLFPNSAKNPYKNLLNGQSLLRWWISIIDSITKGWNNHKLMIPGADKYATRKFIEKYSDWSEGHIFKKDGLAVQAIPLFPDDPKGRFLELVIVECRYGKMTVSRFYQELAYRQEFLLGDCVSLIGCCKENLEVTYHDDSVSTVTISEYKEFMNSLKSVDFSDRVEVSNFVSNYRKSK
# cardiac RTF act: cardiac RTF calcium sensitivity activators, primary screen, biochemical, IANBD-TnC fluorescence, EC20 calcium. actives 0.24% (n = 340,000). activation, % at 7.2 µM. IANBD-labeled TnC RTF fluorescence at EC20 calcium; 0% EC20 calcium, 100% full calcium;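 active means activation above the mean over all tested compounds plus 3 SD, cut at about 30% in these data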;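 further: rise in fluorescence read as greater calcium sensitivity of cardiac thin filaments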
# RTF Ca sens inh: cardiac RTF calcium sensitivity inhibitors, primary screen, biochemical, IANBD-TnC fluorescence, EC70 calcium | Troponin I, cardiac muscle (Homo sapiens) + Troponin T, cardiac muscle (Homo sapiens) + … | inhibition, % at 7.15 µM | IANBD-labeled cardiac RTF, Ca2+ fluorescence | actives 0.12% (n = 340,000);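 active means inhibition above the mean inhibition of all tested compounds plus 3 SD, cut at about 17% in these data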;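 further: assay run at fixed EC70 calcium of 1.6 mM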
# PvdQ acylase: P. aeruginosa PvdQ acylase inhibitors, primary screen, biochemical, fluorescence, plate reader and imaging, single point; actives 0.063% (n = 340,000); AID 488965, 2010; inhibition, % at 10 µM; PvdQ acylase [Pseudomonas aeruginosa LESB58]; purified PvdQ acylase; in the data active means inhibition above about 30%, passing the limit was not always enough; inconclusive means no clear call, values can overlap the other calls;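 further: 0% = vehicle neutral wells and 100% = reference inhibitor wells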
# CDK5 inh: inhibitors of human CDK5/p35 kinase, primary screen, biochemical, single concentration | Cyclin-dependent kinase 5 (Homo sapiens) + Cyclin-dependent kinase 5 activator 1 (Homo … | actives 0.01% (n = 330,000) | Recombinant CDK5/p35, ADP-Glo luminescence, 60 min | inhibition, % at 10 µM | AID 488839, 2010;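 active means highest replicate inhibition of at least 50% and at least 75% of replicates reaching 50%; inconclusive means only one of the two criteria met; inactive means both criteria failed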;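 further: plate controls were DMSO neutral control for no effect and GW8510 at 10 µM for full effect; many of its hits are not listed in these tables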
# LANA DNA inh: inhibitors of KSHV C-LANA binding to DNA, primary screen, biochemical, fluorescence polarization, FAM-LBS DNA, MBP-C-LANA, single point | Kaposi's sarcoma herpesvirus LANA C-terminal domain (residues 932-1162) DNA binding | AID 504423, 2011 | inhibition, % at 9 µM | actives 0.078% (n = 340,000);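 active means highest replicate inhibition at or above 60% at 9 µM, even if other replicates fall short; inactive means all replicates below 60% inhibition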;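 further: 0% = neutral control wells and 100% = 4 µM acridine orange control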
# PfHsp90 set2: growth inhibition of PfHsp90-expressing yeast, primary screen, antimalarial PfHsp90 inhibitor project, S. cerevisiae, BacTiter-Glo luminescence, single point, set 2; BacTiter-Glo ATP, 48 h; yeast lacking PDR1 and PDR3 efflux regulators; inhibition, % at 9.4 µM; actives 0.32% (n = 310,000);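 active means every replicate shows inhibition above about 80%, whatever the replicate mean, limit read from the data; inconclusive means mean inhibition reaches the set limit but some replicate falls short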;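 further: 0% = DMSO neutral controls and 100% = 20 µM radicicol positive controls; yeast relying on Plasmodium falciparum Hsp90 in place of its own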
# dFosB act: activators of delta FosB homodimer, primary screen, biochemical, fluorescence polarization, TAMRA-CDK5 oligo, single point; purified delta FosB; percent of positive-control signal above neutral wells; activation, % at 25 µM; actives 0.99% (n = 340,000);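 active means mean activation above about 17%, with every replicate also reaching it, limit read from the data, passing the limit was not always enough; inconclusive means only one of the two conditions met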;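 further: fluorescence polarization rise as delta FosB binds a TAMRA Cdk5 AP-1 oligo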
# Target sequence (P13346 whole entry, looked up): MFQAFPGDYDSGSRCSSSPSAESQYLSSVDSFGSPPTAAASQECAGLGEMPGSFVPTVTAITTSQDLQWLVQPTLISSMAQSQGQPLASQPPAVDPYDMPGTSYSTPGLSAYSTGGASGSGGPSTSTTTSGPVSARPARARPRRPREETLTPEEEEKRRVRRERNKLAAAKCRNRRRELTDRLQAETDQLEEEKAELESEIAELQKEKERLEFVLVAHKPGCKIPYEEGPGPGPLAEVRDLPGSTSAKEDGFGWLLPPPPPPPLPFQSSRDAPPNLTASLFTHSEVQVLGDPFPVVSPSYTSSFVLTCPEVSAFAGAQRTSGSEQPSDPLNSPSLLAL
# NSD2 inh: NSD2 histone methyltransferase inhibitors, primary screen, biochemical, AlphaScreen, single concentration, set 2; Histone-lysine N-methyltransferase NSD2 (Homo sapiens), O96028; NSD2 peptide methylation, 120 min; inhibition, % at 12.5 µM; actives 0.54% (n = 310,000); in the data active means inhibition above about 50%
# Keap1-Nrf2 PPI: Keap1-Nrf2 protein-protein interaction inhibitors, primary screen, biochemical, fluorescence polarization, single point; actives 0.15% (n = 340,000); Keap1 Kelch-Nrf2 peptide fluorescence polarization, 1536-well; Kelch-like ECH-associated protein 1 (Homo sapiens), Q14145; inhibition, % at 9.4 µM; in the data active means inhibition above about 12%; inconclusive means no clear call, values can overlap the other calls; inactive means below about 7.3%;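 further: human Keap1 Kelch domain with fluorescein labeled Nrf2 9mer peptide probe; 0% = neutral control wells and 100% = peptide positive control; higher means more block of Keap1 binding to Nrf2 peptide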
# Mot1-301 SUMO: yeast Mot1-301 growth rescue at high temperature, primary screen, SUMOylation pathway inhibitor project, S. cerevisiae, ATP luminescence, 38.5C; S. cerevisiae Mot1-301 growth rescue; percent above DMSO median, 100 means doubled; growth rescue, % at 18.8 µM; actives 1% (n = 320,000);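 active means every valid replicate shows activation above 250% relative to neutral control wells; inactive means the rest, any valid replicate at or below 250%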;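 further: OY570 slx delta 5 strain wells were the positive control but not used for scaling; some compounds called inactive have numbers as strong as hits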
# Starred values were filed as active, the others as inactive; ? = inconclusive; . = not tested or not shown.
SMILES,Rtt109 Vps75,cardiac RTF act,RTF Ca sens inh,PvdQ acylase,CDK5 inh,LANA DNA inh,PfHsp90 set2,dFosB act,NSD2 inh,Keap1-Nrf2 PPI,Mot1-301 SUMO
O=C(COc1ccccc1)Nc1ccc2c(c1)Cc1cc(NC(=O)COc3ccccc3)ccc1-2,.,-2,3,4,8.7,0.0,0,-2,4,-4,86
O=C(NCc1ccccc1)C1CCN(S(=O)(=O)c2cc([N+](=O)[O-])ccc2Cl)CC1,.,8,-9,-13,-1.4,-0.7,-17,2,0,-1,1
Nc1cccc2c1C(=O)N(CCOc1ccccc1F)C2=O,-337,-5,-5,-10,1.4,3.0,7,-1,-9,4,71
Cc1c(NC(=O)Cn2[nH]c(=O)c3ccccc3c2=O)c(=O)n(-c2ccccc2)n1C,0,2,-11,-17,1.2,-1.8,9,1,0,-1,4
O=C(Nc1ccc2oc(-c3ccc(F)cc3)nc2c1)c1ccccc1F,4,2,0,15,1.2,2.9,4,-2,0,-1,-1
CCOC(=O)c1c(NC(=O)CN2C(=O)NC3(CCCCC3)C2=O)sc(C)c1-c1ccc(C)cc1,-4,9,-5,14,0.4,-0.7,20,-2,-4,-7,-16
CCCCCCNC(=O)CCc1nc2cccnc2n1Cc1ccc(OC)cc1,2,-4,1,6,-0.4,-0.2,0,3,-3,-3,-3
Cc1occc1-c1nnc(SCC(N)=O)n1Cc1ccccc1,17,-6,-5,9,2.3,-0.7,20,1,1,-1,-16
Cc1ccc2nc(C)c(C(=O)N/N=C/c3ccccc3[N+](=O)[O-])cc2c1,-2,-7,-2,-12,1.4,2.8,-9,3,3,2,1
CC(=O)OC1CC2(C)/C(=N\O)CCC2C2CCc3cc(O)ccc3C12 (configuration not stated),6,-2,0,-9,1.0,-1.2,6,-3,0,0,3
CCCC(=O)Nc1cc(=O)[nH]c2ncnn12,0,2,-13,-8,2.5,1.2,22,-3,-2,0,-6
O=C(/C=C/c1ccccc1Cl)NCCc1ccccc1,2,-2,-6,-15,-1.6,0.2,-8,-20,1,0,6
CCOC(=O)C1CCN(C(=O)c2ccccc2NS(=O)(=O)c2ccc(F)c(F)c2)CC1,-4,8,-1,8,0.3,0.0,9,3,-2,3,8
Cc1ccc(NC(=S)NCc2cccs2)cc1,-9,2,-5,-19,0.6,3.4,5,3,-2,1,11
COC(=O)c1cccc(NC(=S)N2CCCCC2)c1,2,-1,-4,-3,-1.1,0.4,13,4,0,3,16
COc1ccc(NC(=O)CSCC(=O)N=c2sccn2C)cc1,3,6,-2,-15,1.5,0.6,-4,-5,1,-10,9
CCN(CC)CCCN(C(=O)c1cccs1)c1nc(-c2ccc(OC)cc2)cs1,-3,1,-8,-17,0.2,0.2,-11,3,.,1,-20
CCO[C@@H]1c2c(ccc3ccc(=O)oc23)OC(C)(C)[C@@H]1O,-4,-5,-10,-4,0.3,-1.2,-9,3,.,-2,7
CCN(CC)CCCNC(=O)c1cc(Sc2nnc(C)s2)nc2ccccc12,1,-7,13,-6,0.5,-2.5,-3,-26,22,4,-6
C=CCCC(=O)N1C[C@H]2CON(C)[C@H]2C[C@H]1c1cccc(Br)c1,5,9,-1,-17,-1.6,-0.2,14,-1,.,1,.
CCCCN(C(=O)CSc1nnc(-c2ccccc2OC)n1C)c1c(N)n(Cc2ccccc2)c(=O)[nH]c1=O,.,-2,3,-11,2.7,0.6,35,0,-4,-6,-1
O=c1cc(-c2ccc(O)c(O)c2)oc2cc(O)c(C3OC(CO)C(O)C(O)C3O)c(O)c12 (configuration not stated),-6,4,-2,4,-0.3,32,2,14,.,0,7
Cc1ccccc1NC(=O)Cc1nnc(SCC(=O)N2CCOCC2)n1C,4,-4,-1,-13,0.2,-1.9,4,2,-3,1,1
Cc1ccccc1C(=O)N1CCC(C(=O)N(C)CCOc2ccccc2)CC1,-6,-6,-1,-14,-0.2,-2.1,10,-9,-1,-2,-6
CCOc1ccc(C(CC(=O)O)NC(=O)COc2ccccc2)cc1OC (configuration not stated),14,8,-9,10,0.7,-0.4,-2,-4,-2,-5,6

# Single entries from the entries so far.
# LANA DNA inh with O=c1cc(-c2ccc(O)c(O)c2)oc2cc(O)c(C3OC(CO)C(O)C(O)C3O)c(O)c12 (configuration not stated) = 32
# Keap1-Nrf2 PPI with O=C(COc1ccccc1)Nc1ccc2c(c1)Cc1cc(NC(=O)COc3ccccc3)ccc1-2 = -4

# (more compounds)
SMILES,Rtt109 Vps75,cardiac RTF act,RTF Ca sens inh,PvdQ acylase,CDK5 inh,LANA DNA inh,PfHsp90 set2,dFosB act,NSD2 inh,Keap1-Nrf2 PPI,Mot1-301 SUMO
CN1C(=O)c2ccccc2NC(=O)[C@]12O[C@@H]2c1cccc(O)c1,1,7,-11,1,-2.0,24,-11,-8,.,-10,4
COc1ccc(-c2sc(NC(=O)c3ccc(C)cc3)nc2-c2ccc([N+](=O)[O-])cc2)cc1,-4,8,-9,-14,2.0,0.7,10,4,-3,-2,4
COc1cc(/C=N/n2cnnc2)ccc1OCCSc1ccc(C)cc1,12,3,-1,-9,1.2,0.6,-8,0,-1,-1,5
CC(C)(C)C(=O)Nc1scc(-c2ccc(-c3ccccc3)cc2)c1C(=O)O,0,2,0,-16,-2.0,-0.7,-8,-12,2,1,-22
CCOc1ccc(NC(=O)CN2CCN(CC(=O)c3ccc(OC)c(OC)c3)CC2)cc1,-10,0,-1,-16,0.2,-4.3,9,-7,1,-3,-4
O=C(CSc1ccccn1)N1CCN(c2ncc(C(F)(F)F)cc2Cl)CC1,2,-1,-4,-17,-1.0,-0.8,-8,-5,-1,-5,-16
Cc1ccc(NC2CCCN(C(=O)C3CCCCC3)C2)cc1C (configuration not stated),14,3,-8,2,0.1,0.6,-9,-10,9,4,-9
CC(C)OCCCn1c(=S)[nH]c2ccc(N3CCOCC3)cc2c1=O,-103,3,-5,-14,-1.7,0.0,.,-13,2,0,.
CCOC(=O)c1ccc(NC(=O)CN2C(=O)NC3(CCC(C)CC3)C2=O)cc1 (configuration not stated),-11,-4,0,-8,0.2,-1.2,1,?,-1,1,-10
CC(=O)Oc1cccc(C(=O)Nc2ccc3c(c2)C(=O)N(CC2CCCO2)C3=O)c1 (configuration not stated),0,-2,3,8,-0.3,2.0,-7,4,-3,8,-17
Cc1cccc(N(C(=O)c2snc(C(N)=O)c2N)C(C(=O)NCC2CCCO2)c2ccc(N(C)C)cc2)c1C (configuration not stated),3,-9,12,2,0.2,0.5,10,2,2,1,-4
O=C(CN1C(=O)/C(=C/c2ccccc2Cl)SC1=S)NC1CCS(=O)(=O)C1 (configuration not stated),-2,6,-2,-5,-0.7,-2.8,15,-8,0,4,7
CC1(C(=O)NC2CCCCCCC2)CCC(=O)N1Cc1cccnc1 (configuration not stated),-3,4,-21,-11,1.6,-0.7,11,-4,-1,-4,-1
COc1ccc(/C=C/c2ccc3c(Br)ccc(O)c3n2)cc1,-4,-1,-1,-1,0.6,-0.9,-11,-2,1,0,5
Cc1ccc(CNC(=O)C2CCCN(S(C)(=O)=O)C2)cc1 (configuration not stated),.,1,9,4,0.3,0.0,-3,-8,6,-2,3
Cc1ccc(S(=O)(=O)NN=C2C(=O)C3CCC2C3Cl)cc1 (configuration not stated),3,-6,-11,-19,-0.6,2.3,38,2,-2,-1,.
CC(C(=O)Nc1cccnc1)N1C(=O)C2C3C=CC(C3)C2C1=O (configuration not stated),2,10,-4,-14,0.6,1.4,.,-3,-1,-1,-7
Cc1noc(C(=O)N2CCN(c3ccc(F)cc3)CC2)c1Cl,-8,-1,-5,-7,-0.3,-0.7,-1,-1,.,-2,-2
CCOc1ccccc1NC(=O)C(OC(=O)c1cc(C)oc1C)c1ccccc1 (configuration not stated),.,-2,-5,-9,-2.6,-1.1,-4,-4,6,-6,-10
CCOC(=O)C(C)Oc1ccc(NC(=O)C(Cl)(Cl)Cl)cc1 (configuration not stated),0,-4,4,5,2.7,1.5,7,5,-8,2,-4

# Some of these compounds in order of molar mass, highest first.
SMILES,Rtt109 Vps75,cardiac RTF act,RTF Ca sens inh,PvdQ acylase,CDK5 inh,LANA DNA inh,PfHsp90 set2,dFosB act,NSD2 inh,Keap1-Nrf2 PPI,Mot1-301 SUMO
COc1cc(/C=N/n2cnnc2)ccc1OCCSc1ccc(C)cc1,12,3,-1,-9,1.2,0.6,-8,0,-1,-1,5
CCOC(=O)C(C)Oc1ccc(NC(=O)C(Cl)(Cl)Cl)cc1 (configuration not stated),0,-4,4,5,2.7,1.5,7,5,-8,2,-4
CC1(C(=O)NC2CCCCCCC2)CCC(=O)N1Cc1cccnc1 (configuration not stated),-3,4,-21,-11,1.6,-0.7,11,-4,-1,-4,-1

# Random excerpt: 2 entries already listed
SMILES,Rtt109 Vps75,cardiac RTF act,RTF Ca sens inh,PvdQ acylase,CDK5 inh,LANA DNA inh,PfHsp90 set2,dFosB act,NSD2 inh,Keap1-Nrf2 PPI,Mot1-301 SUMO
CC1(C(=O)NC2CCCCCCC2)CCC(=O)N1Cc1cccnc1 (configuration not stated),-3,4,-21,-11,1.6,-0.7,11,-4,-1,-4,-1
COc1ccc(-c2sc(NC(=O)c3ccc(C)cc3)nc2-c2ccc([N+](=O)[O-])cc2)cc1,-4,8,-9,-14,2.0,0.7,10,4,-3,-2,4

# An excerpt from above in order of their number in LANA DNA inh, falling:
mol	LANA DNA inh
CC(C)OCCCn1c(=S)[nH]c2ccc(N3CCOCC3)cc2c1=O	0.0
Cc1noc(C(=O)N2CCN(c3ccc(F)cc3)CC2)c1Cl	-0.7
CCOC(=O)c1ccc(NC(=O)CN2C(=O)NC3(CCC(C)CC3)C2=O)cc1 (configuration not stated)	-1.2
O=C(CN1C(=O)/C(=C/c2ccccc2Cl)SC1=S)NC1CCS(=O)(=O)C1 (configuration not stated)	-2.8

# From PubChem BioAssay
